CHT allo act: CHT positive allosteric modulators, primary screen, cell-based, membrane potential dye, choline EC20. CHT-expressing cells; hits give high values; LV-AA mutant CHT in HEK293 cells. B-score at 10 µM. actives 0.49% (n = 310,000). High affinity choline transporter 1 (Homo sapiens), Q9GZV3;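 active = initial fluorescence not abnormally high and integrated response B-score, plate-corrected, over 3 SD above library mean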
Target sequence (Q9GZV3 whole entry, looked up): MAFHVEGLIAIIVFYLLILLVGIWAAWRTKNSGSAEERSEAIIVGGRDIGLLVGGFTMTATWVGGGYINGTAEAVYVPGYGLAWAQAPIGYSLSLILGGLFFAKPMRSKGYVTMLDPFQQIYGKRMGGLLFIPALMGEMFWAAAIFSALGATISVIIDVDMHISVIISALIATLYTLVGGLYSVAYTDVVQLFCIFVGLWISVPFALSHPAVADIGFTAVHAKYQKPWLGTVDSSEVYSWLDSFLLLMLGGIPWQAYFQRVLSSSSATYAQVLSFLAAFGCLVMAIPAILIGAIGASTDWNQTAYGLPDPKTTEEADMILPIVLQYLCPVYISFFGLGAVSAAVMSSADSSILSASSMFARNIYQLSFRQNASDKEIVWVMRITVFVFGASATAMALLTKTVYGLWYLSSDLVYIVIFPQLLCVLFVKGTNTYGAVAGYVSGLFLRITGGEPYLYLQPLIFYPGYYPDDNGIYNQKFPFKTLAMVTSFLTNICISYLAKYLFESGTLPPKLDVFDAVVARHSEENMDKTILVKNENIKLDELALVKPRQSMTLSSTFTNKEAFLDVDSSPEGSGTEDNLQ
CHT block: inhibitors of human choline transporter CHT. High affinity choline transporter 1 (Homo sapiens), Q9GZV3. CHT-expressing cells, membrane potential dye, choline response; hits give low values. B-score at 10 µM. actives 0.86% (n = 310,000);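 active = B-score over 3 SD under the library average, and starting fluorescence ratio not unusually high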;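 note: choline stimulus applied at its EC90 after an EC20 pre-addition; B-score computed on integrated fluorescence ratio after choline addition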
Starred values were filed as active, the others as inactive; i = inactive.

mol	CHT allo act	CHT block
CCOCCCNCC(=O)Nc1ccc(S(=O)(=O)NC(C)CC)cc1 (configuration not stated)	i	i
CC(C)(C)c1ccc(C(=O)Oc2ccc3c(c2)OCC3=O)cc1	i	i
CCOC(=O)CCN(c1ccccc1)S(=O)(=O)c1ccc(-c2ccc(=O)[nH]n2)s1	i	i
CCOc1ccccc1NC(=O)COC(=O)c1ccccc1SCC(=O)N1CCCC1	i	i
CC1=C(C(=O)N2CCOCC2)C(c2ccsc2)C2=C(CCCC2=O)N1 (configuration not stated)	i	i
COc1ccc(CCNC(=O)c2ccc(OC)c(OC)c2)cc1OC	i	i
O=C(Nc1cccc(Cl)c1)OCc1cn(-c2ccc(Cl)cc2)nn1	i	i
Cc1cc(C)c(C#N)c(SCCS(=O)(=O)c2ccc(Cl)cc2)n1	i	i
COc1cc(S(=O)(=O)N2CCOCC2)ccc1NC(=O)COC(=O)COc1ccccc1	i	i
COc1ccccc1C(=O)NC(CCSC)C(=O)NC1CCCCCC1 (configuration not stated)	i	i
COCC(=O)Nc1ccc(OC)c(Cl)c1	i	i
C=CCn1cc(C(=O)N2CCN(C)CC2)c(=O)c2cc(S(=O)(=O)N(CC)CC)ccc21	i	i
COc1cccc(OC)c1C(=O)Nc1ccccc1C(=O)N1CCCCCC1	i	i
O=C(N/N=C/c1c(Cl)cccc1Cl)C(=O)NC1CC1	i	i
CC1(C)CC(=O)C2=C(C1)N(Cc1ccco1)C(=O)C2(NC(=O)C1CCCCC1)C(F)(F)F (configuration not stated)	i	i
COC(=O)c1ccccc1S(=O)(=O)N1Cc2cc([N+](=O)[O-])ccc2Oc2ccccc21	i	i
CC1CCN(S(=O)(=O)c2ccc(-c3nnc(SCc4cccnc4)o3)cc2)CC1	i	i
COC(=O)c1ccc(OC(=O)N2CCOCC2)cc1	i	i
Cc1ccc(-c2nnn(CC(=O)N(Cc3cccs3)C(C(=O)NC3CCCC3)c3ccco3)n2)o1 (configuration not stated)	i	i
CC(=O)N1c2ccc(S(=O)(=O)N3CCCCC3)cc2CC1C(=O)NCc1ccc(N(C)C)cc1 (configuration not stated)	i	i
Cc1[nH]c2ccccc2c1C(C[N+](=O)[O-])c1cccc(O)c1 (configuration not stated)	i	i
CN(C)CCCN(C(=O)c1ccc(Cl)s1)c1nc2cc3c(cc2s1)OCO3	i	i
CC1CN(c2nc3ccccn3c(=O)c2/C=C(\C#N)S(=O)(=O)c2ccccc2)CC(C)O1 (configuration not stated)	i	i
Cc1ccc(C(=O)N2CCN=C2SCc2ccc([N+](=O)[O-])cc2)cc1	i	i
CC(=O)Nc1ccc(NC(=O)C(C)N2CCN(S(=O)(=O)c3ccc(C)cc3)CC2)cc1 (configuration not stated)	i	i
O=c1[nH][nH]c(C(F)(F)F)c1C=NCc1cccs1	i	i
COC(=O)C(Cc1ccc(O)cc1)NC(=O)CCNC(=O)c1ccco1 (configuration not stated)	i	i
O=C(c1sc2ccccc2c1Cl)N1CCN(c2ccccc2F)CC1	i	i
CCOc1ccc(/C=C/C(=O)Nc2cccc(C(C)=O)c2)cc1	i	i
CCCS(=O)(=O)N1CCC(C(=O)N2CCCC2)CC1	i	i
Cc1cc(NC(C)C)n2c(nc3ccccc32)c1C#N	i	i
COc1ccccc1C1CC(c2cccc(NS(C)(=O)=O)c2)=NN1S(=O)(=O)c1ccccc1 (configuration not stated)	i	i
CCOC(=O)CSc1nc(C)c(C(C)=O)cc1C#N	i	i
O=[N+]([O-])c1ccccc1S(=O)(=O)N1CCc2ccccc2C1	i	i
Cc1cnc(NS(=O)(=O)c2ccccc2)c(Br)c1	i	i
CC(C)[C@H](NC(=O)c1ccccc1)C(=O)OCC(=O)N1CCN(C(=O)c2ccco2)CC1	i	i

Brought forward from above: 4 compounds, then new ones.
mol	CHT allo act	CHT block
CCOC(=O)CSc1nc(C)c(C(C)=O)cc1C#N	i	i
O=[N+]([O-])c1ccccc1S(=O)(=O)N1CCc2ccccc2C1	i	i
Cc1cnc(NS(=O)(=O)c2ccccc2)c(Br)c1	i	i
CC(C)[C@H](NC(=O)c1ccccc1)C(=O)OCC(=O)N1CCN(C(=O)c2ccco2)CC1	i	i
CC12CCC(C(=O)N(CSC(=S)N/N=C\c3ccccc3O)C1=O)C2(C)C (configuration not stated)	i	i
Cc1ccc(C)c(NC(=S)/C(=C(\[O-])c2ccc(OC(F)F)cc2)[n+]2ccccc2)c1	i	i
O=C(Cc1cc2ccccc2o1)NCc1ccc(F)cc1	i	i
CCCCOC(=O)CCc1c(C)[nH]c(=S)[nH]c1=O	i	i
Cc1nn(-c2ccccc2)nc1CNC(=O)C1CCC1	i	i
Cc1c(NC(=O)C(C)N2C(=O)C3C4C=CC(C4)C3C2=O)c(=O)n(-c2ccccc2)n1C (configuration not stated)	i	i
Cc1ccc(C(c2nnnn2CC2CCCO2)N2CCN(C)CC2)cc1 (configuration not stated)	i	i
COc1ccc(OCC(=O)NNC(=O)c2cc3ccccc3o2)cc1	i	i
CC1(C)CC(=O)C=C(NCCc2ccc(S(N)(=O)=O)cc2)C1	i	i
COc1cc(C(=O)NCC(=O)N/N=C(/C)c2ccc3c(c2)CCCC3)cc(OC)c1OC	i	i
Cc1ccc(S(=O)(=O)N2[C@@H](c3cccc(Cl)c3)C(C(=O)O)=CC[C@H]2c2ccc(Cl)c(Cl)c2)cc1	i	i
Cc1ccccc1NC1=CC(=O)CC(C)(C)C1	i	i
COc1cc2c(cc1OC)C(C)N(S(=O)(=O)c1cccs1)CC2 (configuration not stated)	i	i
CCC(=O)Nc1ccc(N2CCN(C(=O)c3cccs3)CC2)cc1	i	i
COCCCNC(=S)NCCCNc1nc2cc3c(cc2cc1C#N)OCO3	i	i
CCN(Cc1ccccc1)C(c1ccncc1)c1nnnn1C(C)(C)C (configuration not stated)	i	i
COC(=O)N1CN(C(=O)OC)CN(C(=O)OC)C1	i	i
CC(NC(=O)COc1cc(=O)n(C)c2ccccc12)c1ccc2c(c1)OCCO2 (configuration not stated)	i	i
CSCCC(/C(O)=C(\C#N)c1nc2ccccc2[nH]1)N1C(=O)c2ccccc2C1=O (configuration not stated)	i	i
COc1ccc(Nc2nccc(N(C)C)c2C#N)cc1	i	i
CCOC(=O)CCNC(=O)N1CCCC(CCC(=O)N(C)CCc2ccccn2)C1 (configuration not stated)	i	i
CN1CCN(C(=O)CCN2C(=O)S/C(=C/c3ccc(Cl)cc3)C2=O)CC1	i	-6.47*
OC(CNc1ncnc2sccc12)c1ccccc1 (configuration not stated)	i	i
CC(C)c1ccc(S(=O)(=O)N2CCN(C(=O)C3CCCC3)CC2)cc1	i	i
CC(=O)/C(=N/Nc1ccc(Br)cc1)Sc1cccc2cccnc12	i	i
CCN1CCN(S(=O)(=O)c2ccc(Cl)c(C(=O)NCc3ccco3)c2)CC1	i	i
COc1cc(C(=O)OCC(=O)N2CCC(Cc3ccccc3)CC2)cc(OC)c1OC	i	i
CNC(=O)c1cccc(NC(=O)CCCNC(=O)c2ccc(Cl)cc2)c1	i	i
COc1cc(C2NC(=O)NC(C)=C2C(=O)OC2CCCC(C)C2)ccc1O (configuration not stated)	i	i
COC(=O)c1cc(NS(=O)(=O)c2ccc(N3CCCCCC3)c([N+](=O)[O-])c2)cc(C(=O)OC)c1	i	i
COC(=O)CN1C(=O)[C@H]2[C@@H](c3ccc(C)o3)N3C(=O)CN(CC4CC4)C(=O)[C@@]3(C)[C@H]2C1=O	i	i
CC1(C)CC(=O)C=C(Nc2ccccc2F)C1	i	i
Cc1[nH]c2ccc(C(=O)NCCCN3CCCC3)cc2c1C	i	i
COc1ccccc1NC(=O)CN(C)S(=O)(=O)c1cccc2cccnc12	i	i
Cc1ccc(C2=NN3C(C2)c2ccccc2OC32C(=O)Nc3ccccc32)cc1 (configuration not stated)	i	i
Cc1ccc(CN2CC(C(=O)Nc3ccccc3N3CCCC3)CC2=O)cc1 (configuration not stated)	i	i
CCNC(=O)CC1C(=O)N(c2ccc(F)cc2)C(=O)N1Cc1ccc(OC)cc1 (configuration not stated)	i	i
CC(Oc1ccc([N+](=O)[O-])cc1)C(=O)NCC1CCCO1 (configuration not stated)	i	i
COC(=O)c1ccc(C(=O)OC)c(NC(=S)N2CCN(C(=O)C3CCCO3)CC2)c1 (configuration not stated)	i	i
COc1ccc(C(=O)NNC(=O)c2cccc(F)c2)cc1	i	i
CC1(OC(=O)CCc2ccccc2)C(=O)C=C2C=C(c3ccc(C#N)cc3)N(C3CCCCC3)C=C2C1=O (configuration not stated)	i	i
COc1cc(C)c(C)cc1S(=O)(=O)N1CCN(Cc2ccc3c(c2)OCO3)CC1	i	i
CCCCN(C)C(=O)C1CCN(c2ccc(S(=O)(=O)N3CCOCC3)cc2[N+](=O)[O-])CC1	i	i
Cc1cc(NC(=O)CC(C)(C)C)nc2c1c(=O)oc1ccccc12	i	i
O=C(Cn1nnc(-c2ccc(S(=O)(=O)N3CCCC3)cc2)n1)Nc1ccccc1-n1cccc1	i	i
COc1cccc(-c2csc(N3CCN(CC(=O)Nc4ccc5c(c4)OCO5)CC3)n2)c1	i	i
O=C(c1ccc(F)cc1)N1CCC(n2nnc3ccccc32)CC1	i	i
O=C(OCc1csc(Nc2ccccc2)n1)c1ccc(Cl)cc1	i	i

Retrieved one by one from the entries so far (3):
mol	CHT allo act	CHT block
OC(CNc1ncnc2sccc12)c1ccccc1 (configuration not stated)	i	i
COc1cccc(OC)c1C(=O)Nc1ccccc1C(=O)N1CCCCCC1	i	i
COc1cc(S(=O)(=O)N2CCOCC2)ccc1NC(=O)COC(=O)COc1ccccc1	i	i

Other compounds:
mol	CHT allo act	CHT block
CCOc1ccc(N(CC(=O)Nc2c(C)n(C)n(-c3ccccc3)c2=O)S(=O)(=O)c2ccccc2)cc1	i	i
Nc1c(C(=O)c2ccccc2)sc2snc(SCC(=O)c3ccccc3)c12	i	i
C=C(C)COc1ccc(-c2ncncc2-c2ccc(Cl)cc2)c(O)c1	i	i
O=C(O)CCC(=O)N1CCc2c([nH]c3ccccc23)C1C(F)(F)F (configuration not stated)	i	i
COC(=O)C1=C(N)Oc2cc(C)n(C)c(=O)c2C1c1ccc(Cl)cc1 (configuration not stated)	i	i
CC1CN(Cc2ccccc2)c2nc3c(c(=O)[nH]c(=O)n3C)n2C1 (configuration not stated)	i	i
Cc1ccc(NC(=O)CSc2nncn2-c2ccccn2)cc1Cl	i	i
O=C(Nc1sc2c(c1C(=O)NCC1CCCO1)CCCC2)c1cccs1 (configuration not stated)	i	i
COn1c(SCC(=O)N(C)C)nc2ccccc2c1=O	i	i
Cc1ccc(SCC(=O)Nc2ccccc2N2CCOCC2)cc1	i	i
O=C(Nc1nnc(Cc2ccc([N+](=O)[O-])cc2)s1)c1ccc2c(c1)OCO2	i	i
N#C/C(=C\c1ccc(O)c(O)c1)C(=O)NCc1ccccc1	i	i

3 entries from above in a different format:
CC1CN(Cc2ccccc2)c2nc3c(c(=O)[nH]c(=O)n3C)n2C1 (configuration not stated)
  CHT allo act: i; CHT block: i

Cc1ccc(NC(=O)CSc2nncn2-c2ccccn2)cc1Cl
  CHT allo act: i; CHT block: i

O=C(Nc1sc2c(c1C(=O)NCC1CCCO1)CCCC2)c1cccs1 (configuration not stated)
  CHT allo act: i; CHT block: i

Following part:
mol	CHT allo act	CHT block
Cn1cccc1C(=O)c1ccc(Cl)cc1Cl	i	i
C=CCc1ccc(OCC(O)CN2CCN(c3ccccc3OC)CC2)c(OC)c1 (configuration not stated)	i	i
COc1ccc(-n2nc(C(=O)NCC(=O)N3CCN(Cc4ccccc4)CC3)c3ccccc3c2=O)c(OC)c1	i	i
CC(C)(C)N(C(=O)Cn1nnc(-c2ccc(F)cc2)n1)C(C(=O)NC1CCCC1)c1ccncc1 (configuration not stated)	i	i
COc1ccc(/C=C\c2onc(C)c2S(=O)(=O)N2CCC(C(=O)NCCC(C)C)CC2)cc1	i	i
O=C(NCC1CCCO1)Nc1cc(Cl)cc(Cl)c1 (configuration not stated)	i	i
O=C(c1ccncc1)N1CCN(C2CCCCC2)CC1	i	i
COc1cc2c(cc1OC)CN(Cc1cccs1)CC2	i	i
CCCn1c(SCC(=O)Nc2cccc(S(=O)(=O)N3CCCC3)c2)n[nH]c1=O	i	i
CCOC(=O)c1c(C2CCN(C(=O)OCC)CC2)nc2ccccn12	i	i
O=C(COc1ccc(Cl)cc1)Nc1ccc(C(=O)NCc2cccnc2)cc1	i	i
COc1cccc(-c2nc(N3CCN(Cc4ccccc4)CC3)c3ccccc3n2)c1O	i	i
O=c1[nH]c2ccccc2n2c(=S)[nH]nc12	i	i
NC(=O)SCC(=O)Nc1cccc(Cl)c1	i	i
Cc1cccc(C(=O)NCc2nnc(SCC(=O)Nc3nnc(C)s3)n2C)c1	i	i
COc1cc(C#N)c(N=C(SCC#N)N2CCOCC2)cc1OC	i	i
Cn1c(S(=O)(=O)Cc2ccc(Cl)cc2)nc2ccccc21	i	i
C/C(=N\NC(=O)Cc1c(C)[nH][nH]c1=O)c1ccc2ccccc2c1	i	i
CCOC(=O)N1CCN(C(=O)c2cn(C)c3ccc(S(=O)(=O)N4CCCC4)cc3c2=O)CC1	i	i
S=c1[nH]nc(COc2ccc(Cl)cc2Cl)n1-c1ccccc1	i	i
CCc1c(C)[nH]c2c(C)cccc2c1=O	i	i
Cc1nn(C)c(C(=O)N2CCc3ccccc32)c1Br	i	i
COc1ccc(NCc2nnc(SCC(=O)Nc3ccccc3OC)o2)cc1	i	i
